GPR55 beta-arrestin: GPR55 agonists via beta-arrestin recruitment, primary screen, imaging, U2OS cells, beta-arrestin-GFP redistribution (AID 1961). U2OS GPR55 beta-arrestin-GFP redistribution imaging; higher % means a stronger effect. activation, % at 10 µM, or EC50 in µM where a hit was titrated. G-protein coupled receptor 55 (Homo sapiens). 0.048% of 290,000 active;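 active = activation above 40% with more than 50 cells counted in the well; inconclusive = wells holding fewer than 50 cells, flagged as toxic or sparse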;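 also: U2OS osteosarcoma cells stably expressing GPR55 and beta-arrestin-GFP; plate controls were DMSO negative control for no effect and LPI positive control for full effect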
KOR beta-arrestin-1: KOR antagonists, beta-arrestin recruitment, cell-based, luminescence, uHTS (AID 1778); one-dose inhibition, % at 10 µM; IC50 in µM for titrated hits; KOR beta-arrestin recruitment, luminescence, antagonist mode; higher % means a stronger effect; Kappa-type opioid receptor (Homo sapiens); 0.091% of 290,000 active; in the data active = inhibition above about 50%; also: strong numbers were not always called active
NTR1 ag: agonists of NTR1, primary screen, imaging, U2OS cells, beta-arrestin-GFP, high content (AID 493036) | Neurotensin receptor type 1 (Homo sapiens), P30989 | NTR1-U2OS beta-arrestin-GFP spot imaging, agonist mode | activation, % at 20 µM | 0.17% of 330,000 active;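 active = activation at or above 40% of the spot to cytoplasm intensity ratio, with at least 20 cells analyzed; inconclusive = wells under 20 cells, flagged as cytotoxic or low count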;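 also: 0% = DMSO without peptide and 100% = 100 nM NTR1 peptide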
Target sequence (P30989 whole entry, looked up): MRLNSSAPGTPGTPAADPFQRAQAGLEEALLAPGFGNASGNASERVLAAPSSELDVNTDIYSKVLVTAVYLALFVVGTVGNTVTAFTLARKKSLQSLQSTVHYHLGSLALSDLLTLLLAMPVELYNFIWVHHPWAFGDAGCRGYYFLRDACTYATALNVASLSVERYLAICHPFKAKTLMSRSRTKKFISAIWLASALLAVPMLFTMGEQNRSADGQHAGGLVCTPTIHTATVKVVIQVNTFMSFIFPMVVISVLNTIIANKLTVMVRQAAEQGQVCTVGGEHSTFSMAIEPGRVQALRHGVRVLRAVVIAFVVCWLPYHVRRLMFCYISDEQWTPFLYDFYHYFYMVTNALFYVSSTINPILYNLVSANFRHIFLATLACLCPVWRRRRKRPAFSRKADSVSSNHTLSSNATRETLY
KOR beta-arrestin-2: KOR agonists, beta-arrestin recruitment, primary screen, cell-based, luminescence, uHTS (AID 1777); Kappa-type opioid receptor (Homo sapiens); KOR beta-arrestin recruitment, luminescence; higher % means a stronger effect; one-dose activation, % at 10 µM; EC50 in µM for titrated hits; 0.02% of 280,000 active; in the data active = activation above about 50%, passing the limit was not always enough; also: a part of the inactive calls stands beside numbers as strong as those of hits
GPR55 LPI antagonism: GPR55 antagonists blocking LPI-driven arrestin recruitment, primary screen, imaging, U2OS, beta-arrestin-GFP, LPI agonist (AID 2013); U2OS GPR55 beta-arrestin-GFP translocation imaging, LPI antagonism; higher % means a stronger effect; one-dose inhibition, % at 10 µM; IC50 in µM for titrated hits; 0.13% of 290,000 active;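 active = spots per cell inhibited over 60%, with over 100 cells counted and total cytoplasm intensity under 500,000; inconclusive = wells with under 100 cells, flagged as likely toxic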;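 also: U2OS cells stably carrying GPR55 and arrestin-GFP stimulated by 5 µM LPI near EC80; imaged beta-arrestin-GFP aggregate spots per cell after agonist stimulation; plate controls were LPI-stimulated DMSO wells for no effect and DMSO wells without LPI for full effect; some results filed as inactive read as strong as hits; confirmed hits need IC50 under 10 µM and bright autofluorescent wells are also inconclusive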
GPR35 arrestin U2OS: GPR35 antagonists blocking zaprinast-driven arrestin recruitment, primary screen, imaging, U2OS, beta-arrestin-GFP, zaprinast agonist (AID 2058) | U2OS GPR35 beta-arrestin-GFP translocation imaging, zaprinast antagonism; higher % means a stronger effect | G-protein coupled receptor 35 (Homo sapiens) | inhibition, % at 10 µM, or IC50 in µM where a hit was titrated | 0.052% of 290,000 active;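 active = inhibition of at least 50% with at least 30 cells and total cytoplasm GFP at most 10,000,000; inconclusive = under 30 cells or total GFP of 10,000,000 plus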
T cell HTS: modulators of CD8 T cell-vesicle binding, primary screen, mouse 2C CD8+ T cells, flow cytometry; 2C CD8+ T cell-vesicle binding; active compounds read low; calls only at 7 µM; 0.068% of 330,000 active;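 active = response, share of CD8 T cells binding vesicles, and their 90th percentile fluorescence all below set limits, cut at about 80% in these data, passing the limit was not always enough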
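material = purified 2C TCR transgenic mouse naive CD8+ T cells | controls = Unloaded micro-vesicles (low), QL9 vesicles with 0.7% DMSO (high) | detection = cytometric PE anti-B7-1 and Alexa647 anti-CD8 signals after 1% paraformaldehyde fixation | incubation = binding step 1.5 h, 37 °C, antibody labelling 20 min, ice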
West Nile antiviral: West Nile virus antiviral activity, cell-based, CPE readout (AID 1621); one-dose CPE inhibition, % at 10 µM; IC50 in µM for titrated hits; 0.02% of 290,000 active; West Nile virus-infected cells, CPE inhibition; higher % means a stronger effect; in the data active = a potency from the dose series; inconclusive = CPE inhibition mostly from about 3.7% at the one dose, without a potency; inactive = the rest, 99 in 100 with CPE inhibition below about 2.2%; also: strong numbers were not always called active
PhoP inhibition: inhibitors of PhoP regulon expression, primary screen, Salmonella Typhimurium, GFP reporter (AID 1863); S. Typhimurium PhoP-regulated promoter GFP reporter, 4 h; higher % means a stronger effect; inhibition, % at 50 µM, or IC50 in µM where a hit was titrated; 0.16% of 300,000 active;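 active = inhibition over 29.93%, a cutoff 3 SD above the screen mean, later confirmed by dose response; inconclusive = inhibition over 29.93% but no dose response follow-up; inactive = inhibition at most 29.93% or unconfirmed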;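 also: 0% = low Mg2+ inducing control and 100% = high Mg2+ repressing control; strong numbers were not always called active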
T cell HTS vesicle-bound %: second read-out of T cell HTS, no call of its own (marks repeat the call); double positive events, %; measured here: CD8+ vesicle-bound cell fraction;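 binding gate set so that unloaded-vesicle control wells show 10% double positive cells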
NTR1 ag cell count 20 µM: further read-out of NTR1 ag, marked with its call; cell count; measured here: cell count, cytotoxicity flag
The depositor's hits bear a star; i = inactive; ? = inconclusive; / = no result given; [ ] = another dose, or the depositor's remark.

SMILES	GPR55 beta-arrestin	KOR beta-arrestin-1	NTR1 ag	NTR1 ag cell count 20 µM	KOR beta-arrestin-2	GPR55 LPI antagonism	GPR35 arrestin U2OS	T cell HTS	T cell HTS vesicle-bound %	West Nile antiviral	PhoP inhibition
COc1ccc(OCC(O)Cn2c(N3CCCCC3)nc3c2c(=O)[nH]c(=O)n3C)cc1 (stereo unspecified)	0.3%	2%	1.2	72	0.0%	0%	8%	i	59	-1.0%	7%
CCOc1ccc(-n2ccc(=O)c(C(=O)Nc3ccc(S(=O)(=O)Nc4nccs4)cc3)n2)cc1	-0.1%	1%	-0.3	58	-1.9%	-13%	-9%	i	9	0.6%	5%
Cc1ccc(C(=O)NCc2ccco2)cc1S(=O)(=O)N1CCCCC1	-0.1%	41%	-0.2	51	4.2%	7%	12%	i	24	-0.7%	-12%
COc1ccccc1NC(=O)/C=C\C(=O)O	0.1%	3%	1.8	92	-3.2%	13%	-7%	i	61	0.4%	-5%
CSc1nc(C)c(Oc2ccccc2)c(=O)n1C	-0.1%	-34%	0.2	55	10%	-12%	-12%	i	45	0.4%	13%
CC(C)OC(=O)c1cc2ccccc2[nH]1	-0.4%	-18%	-1.1	84	4.3%	1%	-5%	i	55	0.6%	4%
CCC(C(=O)OCC(=O)Nc1ccc(Cl)c(S(=O)(=O)N(C)C)c1)c1ccccc1 (stereo unspecified)	-0.2%	-20%	4.7	38	1.7%	9%	3%	i	27	0.1%	-4%
CCOc1ccc(C(=O)C2CCN(CC(=O)Nc3nccs3)CC2)cc1	-0.1%	-15%	-0.7	48	3.0%	-2%	-4%	i	48	-1.3%	10%
O=[N+]([O-])c1ccc(N2CCCC2)nc1	0.0%	-3%	0.4	66	-4.5%	7%	-2%	i	22	0.1%	-8%
CC(C)[C@@H](NC(=O)OC(C)(C)C)C(=O)NCC1CCC(C(=O)N[C@@H](Cc2ccccc2)C(=O)O)CC1 (stereo partly specified)	-0.1%	-3%	-0.3	108	1.8%	-8%	6%	i	29	-0.4%	3%
Brc1ccc(OCc2nc(-c3ccccn3)n[nH]2)cc1	-0.1%	-6%	1.7	56	-0.6%	-7%	-10%	i	54	1.3%	-3%
CC(Sc1nnc(-c2ccccc2Br)o1)C(=O)N1CCOCC1 (stereo unspecified)	0.3%	15%	1.9	51	-3.2%	17%	-4%	i	26	-1.0%	-2%
CC(C)n1cc(C(=O)NC2CC(C)(C)Cc3c2cnn3-c2ccccc2)cn1 (stereo unspecified)	-0.2%	-9%	-0.9	61	-5.6%	8%	-16%	i	10	-0.4%	6%
COc1cccc(CN(C(=O)c2ccco2)C2CCS(=O)(=O)C2)c1 (stereo unspecified)	-0.1%	-13%	-0.3	61	5.5%	-36%	0%	i	10	0.6%	5%
CN(C)S(=O)(=O)c1cccc(-c2cn3ccccc3n2)c1	0.3%	1%	-0.9	25	2.8%	2%	-10%	i	59	0.2%	5%
O=P(COCCCCCOCP(=O)(c1ccccc1)c1ccccc1)(c1ccccc1)c1ccccc1	0.1%	12%	1.0	31	-5.6%	14%	-6%	i	1	-0.7%	3%
O=C(COc1ccccc1-c1ccccc1)NCc1cccc(Cl)c1	0.2%	-37%	36	80	-0.9%	1%	-6%	i	43	-0.5%	18%
CCCc1cc(=O)oc2cc(C)cc(OCC(=O)NC3CC3)c12	-0.2%	-14%	1.1	63	-5.5%	-4%	14%	i	17	-0.3%	-6%
Cc1ccc(N/C(=C\C(=O)c2ccccc2)C(=O)O)cc1	-0.1%	-20%[20 µM]	6.3	50	/	14%	-16%	i	35	0.4%	1%
COc1ccc(C(=O)NNC(=S)NC(=O)c2ccc(OC)cc2)cc1	-0.2%	-14%[20 µM]	0.0	48	-3.9%	-12%	0%	i	20	-0.8%	3%
COc1ccc(C)cc1S(=O)(=O)N(CC(=O)Nc1cccc([N+](=O)[O-])c1)c1cc(C)cc(C)c1	0.3%	12%	3.2	55	-2.7%	0%	-4%	i	7	-0.9%	2%
CN1CCN(c2ccc(NC(=O)c3ccc(Br)o3)cc2)CC1	-0.1%	10%	-0.8	58	-5.4%	28%	6%	i	64	-0.1%	-9%
CCN(C(=O)COC(=O)CNC(=O)c1ccc(C)s1)c1ccccc1	-0.2%	-2%	1.6	44	-0.9%	5%	-6%	i	63	-0.3%	5%
COc1ccc(C)cc1NC(=O)C12CCC(C)(C(=O)O1)C2(C)C (stereo unspecified)	-0.1%	-30%	0.7	57	-4.6%	0%	-6%	i	36	-0.4%	-15%
O=C(CN1CCN(CC(=O)Nc2ccc3c(c2)OCO3)CC1)Nc1ccc(F)cc1	0.2%	-14%	-0.2	66	0.1%	10%	2%	i	30	0.9%	-4%

The results go on:
SMILES	GPR55 beta-arrestin	KOR beta-arrestin-1	NTR1 ag	NTR1 ag cell count 20 µM	KOR beta-arrestin-2	GPR55 LPI antagonism	GPR35 arrestin U2OS	T cell HTS	T cell HTS vesicle-bound %	West Nile antiviral	PhoP inhibition
Cc1cc2ncn(-c3ncccc3[N+](=O)[O-])c2cc1C	-0.2%	-8%	1.4	49	3.8%	6%	4%	i	29	0.8%	-1%
O=C(NC1CCCCC1)c1cc(-c2ccc(F)cc2)on1	0.2%	-46%	-0.5	33	1.9%	-18%	1%	i	50	-0.3%	0%
O=S(=O)(c1ccccc1)c1nnn2c1nc(NC1CCN(Cc3ccccc3)CC1)c1cc(Cl)ccc12	0.1%	/	5.0	64	/	12%	-14%	i	12	1.0%	-1%
COc1ccc(N=C2NC(=O)/C(=C\C=C\c3ccccc3)S2)cc1	0.2%	-36%	-1.4	59	-4.9%	-3%	-4%	i	47	-1.6%	3%
COc1ccc(N(C(=O)c2cccc([N+](=O)[O-])c2)S(=O)(=O)c2ccc3c(c2)n(C)c(=O)n3C)cc1	-0.2%	-46%	7.7	62	6.4%	6%	-4%	i	33	-0.7%	-5%
O=C(N1CCCC1)C12CCC3CC(CC(C3)C1)C2	0.0%	14%	0.3	61	-3.4%	-3%	2%	i	29	-0.1%	-7%
C=CCNC(=S)NCCCCC1NC(=S)N(CC=C)C1=O (stereo unspecified)	0.5%	-14%	-0.5	86	-1.1%	4%	-2%	i	46	0.0%	2%
CCc1ccc(CN2CCC(n3nccc3NC(=O)c3ccccc3Cl)CC2)cc1	-0.1%	11%	-0.5	60	0.5%	11%	6%	i	58	-0.7%	-3%
Cc1c(Cl)c([N+](=O)[O-])nn1CCCC(=O)O	-0.5%	32%	0.6	58	5.8%	6%	-12%	i	16	0.2%	4%
O=C(NCCc1csc(-c2ccccc2)n1)c1ccc(Br)o1	0.3%	5%	-0.1	90	1.1%	5%	-11%	i	45	0.0%	2%
O=C(CCc1ccccc1)Nc1ccc(Cl)cn1	-0.1%	-116%	-0.5	61	1.2%	-28%	-9%	i	57	1.1%	-1%
CC1CC(C)CN(C(=S)SCc2nc(N)nc(Nc3ccccc3)n2)C1 (stereo unspecified)	0.0%	3%	14	50	-2.1%	-7%	4%	i	38	-0.5%	-10%
Cc1ccc(C2CCN(C(=O)Nc3ccc(F)cc3)C2)cc1 (stereo unspecified)	0.0%	1%	0.3	61	11%	-1%	8%	i	27	-0.9%	-3%
COc1cccc(CN2CCNC(=O)C2CC(=O)N(C)CCc2ccccn2)c1OC (stereo unspecified)	0.1%	-2%	-0.6	97	-5.3%	4%	2%	i	54	0.3%	-2%
CC1CCCC(C)N1C(=O)CSc1nnc(NC(=O)Cc2cccs2)s1 (stereo unspecified)	-0.2%	36%	0.2	85	-5.6%	9%	4%	i	32	0.9%	14%
O=C(Nc1ccccc1C(F)(F)F)c1cc(-c2ccccc2O)on1	-0.5%	-2%	1.0	56	-3.2%	-8%	-11%	i	34	-0.6%	4%
CCOC(=O)c1cc(-c2csc(-c3ccc(C(C)(C)C)cc3)n2)on1	-0.2%	-15%	1.5	54	6.4%	1%	-4%	i	50	-0.2%	-10%
CCOC(=O)N1CCC(N2C(=O)c3ccccc3C2Nc2ccccc2)CC1 (stereo unspecified)	-0.1%	-38%	-1.7	49	-0.3%	-4%	7%	i	40	-0.3%	-1%
O=C(Nc1c2c(nn1-c1ccccc1)CS(=O)(=O)C2)c1ccc2c(c1)OCO2	-0.2%	-20%	1.3	82	3.4%	18%	-2%	i	17	-0.8%	2%
COc1ccc(CCNC(=O)C2CCC(CNS(=O)(=O)c3ccc(F)cc3)CC2)cc1OC (stereo unspecified)	0.0%	16%	0.7	50	-3.0%	-5%	4%	i	29	-0.2%	-11%
Nc1c2c(nn1-c1ccc(F)cc1)CSC2	-0.2%	-9%	2.3	61	1.4%	-2%	-11%	i	49	0.0%	8%
Cc1cc(O)c(NC(=O)c2ccc(Br)o2)cc1C	-0.1%	-10%	-0.6	84	4.5%	48%	-1%	i	20	-0.7%	14%
COc1ccc(C(=O)Nc2ccc(Cl)c(S(=O)(=O)Nc3ccccc3OC)c2)cc1	-0.2%	7%	-0.1	50	-4.0%	-9%	-6%	i	46	1.6%	-2%
O=C(CSc1nccc(=O)[nH]1)c1ccco1	-0.3%	-6%	1.2	49	0.4%	3%	3%	i	63	0.6%	0%
CCN(CC)Cc1c(C(=O)N/N=C/c2cccs2)nnn1-c1nonc1N	-0.1%	-2%	2.1	59	2.0%	3%	-2%	i	23	0.0%	-5%
O=C(CN1CCN(CCO)CC1)Nc1ccccc1	0.2%	-1%	-3.6	50	-1.9%	11%	9%	i	63	0.2%	5%
Cc1ccc(C)c(NC(=O)c2cnn(-c3ccccc3)c2C)c1	-0.1%	-60%[20 µM]	-0.3	55	-1.1%	-31%	15%	i	8	-0.8%	0%
Cn1c(-c2ccccc2)cc2c3no[n+]([O-])c3ccc21	1.1%	-12%	0.8	36	2.1%	5%	10%	i	8	?	-3%
N#Cc1c(-c2ccco2)cc(-c2ccccn2)nc1N	-0.1%	16%	0.2	49	-1.3%	-2%	4%	i	17	0.8%	-6%

Screening results as filed in PubChem BioAssay.
